NF-kB neuron act: raises NF-kB expression in human neuronal cells | NF-kB reporter expression; hits give high values | fold change at 12.5 µM | actives 1.6% (n = 190,000); in the data active = fold change above about 3.3
FLuc stim CS: affects firefly luciferase, flagging false hits in luciferase stimulation screens | P08659 | ATPlite luciferase biochemical, luminescence, 10 min; 0 = ATP-free wells, 1 = DMSO control | activation factor at 10 µM | 200,000 tested, under 10 active | AID 1027;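 active = luciferase activation factor, scaled between plate controls, of at least 2 with compound at 10 µM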
Target sequence (P08659 whole entry, looked up): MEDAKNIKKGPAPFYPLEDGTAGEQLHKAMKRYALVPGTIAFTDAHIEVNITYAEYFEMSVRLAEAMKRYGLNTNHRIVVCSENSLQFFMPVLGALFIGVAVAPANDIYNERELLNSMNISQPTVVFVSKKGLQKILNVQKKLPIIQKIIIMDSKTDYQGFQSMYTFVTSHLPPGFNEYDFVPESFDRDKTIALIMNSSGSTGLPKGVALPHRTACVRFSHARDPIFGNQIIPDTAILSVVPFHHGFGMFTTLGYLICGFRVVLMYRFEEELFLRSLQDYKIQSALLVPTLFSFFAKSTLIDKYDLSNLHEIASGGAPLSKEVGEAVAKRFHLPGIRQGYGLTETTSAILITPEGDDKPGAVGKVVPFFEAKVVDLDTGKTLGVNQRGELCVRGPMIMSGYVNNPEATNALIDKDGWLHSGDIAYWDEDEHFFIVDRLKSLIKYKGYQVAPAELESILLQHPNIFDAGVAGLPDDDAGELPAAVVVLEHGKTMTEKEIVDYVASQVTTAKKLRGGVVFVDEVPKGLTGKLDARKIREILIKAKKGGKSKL
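Material: Luciferase/luciferin reagent mix | Doses: Test compounds dosed from 2 mM stocks in 100% DMSO | Timing: 10 min incubation after luciferase reagent addition, room temperature | Measured by: Luminescence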
HMGR II inh: E. faecalis class II HMG-CoA reductase inhibition. actives 0.41% (n = 190,000). AID 1066. purified E. faecalis HMGR, NADPH absorbance 340 nm kinetic. inhibition, % at 10 µM;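 active = inhibition above a set limit, the median over all tested compounds plus 3 SD, cut at about 9.5% in these data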;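 also: enzyme runs in reverse so mevalonate oxidation gives rising NADPH absorbance; 0% = complete reaction with DMSO and 100% = background rate lacking mevalonate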
G6PDH counter: counter-screen for G6PDH assay hits: L. mesenteroides G6PDH inhibition; actives 0.12% (n = 200,000); Purified L. mesenteroides G6PDH, diaphorase/resazurin coupled fluorescence, 45 min; inhibition, % at 5 µM; AID 1020; in the data active = inhibition above about 50%
APP 5'UTR act: activates APP 5'UTR luciferase reporter | SH-SY5Y APP 5'UTR luciferase reporter, luminescence; zero percent = DMSO vehicle wells | activation, % at 2 µM | actives 1% (n = 190,000) | AID 1276;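 active = activation above a set limit, based on mean plus 3 SD of controls, cut at about 140% in these data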; also: values of inactives mirror those of a sister screen read the other way
STAT1 activator: activators of IFN-gamma induced STAT1 signaling. NIH 3T3 STAT1-luciferase reporter, luminescence; 100% = IFN-gamma alone, no compound. activation (% of control), % at 5.5 µM. actives 2.6% (n = 200,000);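 active = activation above the screen-wide mean activation plus 3 SD, cut at about 130% in these data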;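 also: raw ratio to IFN-gamma control signal so 100% means no change and 0% no light; values of inactives mirror those of a sister screen read the other way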
Redox H2O2 prof: compounds producing H2O2 with reducing agent – biochemical, NIH compound library profiling, artefact control for MLSCN library redox annotation, primary screen. DTT-dependent redox cycling H2O2, phenol red/HRP absorbance; 100% = 100 µM peroxide control, 0% = buffer. activation, % at 10 µM. actives 0.03% (n = 200,000). AID 878;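 active = activation of at least 50% relative to the plate's high and low controls in the primary single-dose screen; inactive = activation below 50%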;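 also: compound incubated with DTT at 0.8 mM final as the reducing agent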
FLuc inhib CS: Photinus pyralis luciferase inhibition counter-screen; ATPLite firefly luciferase biochemical luminescence, 10 min; inhibition, % at 10 µM; actives 1.5% (n = 200,000); AID 1006;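 active = inhibition above about 50% when tested at 10 µM, limit read from the data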
Hsp70 activator: Hsp70 transcriptional activation, primary screen; HeLa Hsp70 promoter luciferase reporter, luminescence; scaled: vehicle 0, proteasome-inhibitor control 100%; activation, % at 10 µM; actives 0.04% (n = 200,000); AID 1203;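 active = activation above the mean across all tested compounds plus 3 SD, cutoff set per campaign, cut at about 5.5% in these data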;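 also: 100% = MG132 at 30 µM as the positive control and 0% = DMSO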
APP 5UTR inh: APP translation inhibition. SH-SY5Y APP 5'UTR-luciferase reporter, luminescence. inhibition, % at 2 µM. actives 0.82% (n = 190,000). AID 1285;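 active = inhibition above a set limit, derived from the sample mean plus 3 SD, cut at about 45% in these data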; also: values of inactives mirror those of a sister screen read the other way
* marks the source's active call; other numbers are inactive results; nt = not tested or not shown. Not a hit list. About 5.3% of those tested had a hit in this group.

A first look (4 entries):
SMILES | NF-kB neuron act | FLuc stim CS | HMGR II inh | G6PDH counter | APP 5'UTR act | STAT1 activator | Redox H2O2 prof | FLuc inhib CS | Hsp70 activator | APP 5UTR inh
CSc1ccc(-c2cccc([N+](=O)[O-])c2)nn1 | 1.6 | 0.9 | -12 | 1 | 3 | 110 | -0.4 | 9 | -0.2 | -3
CCOC(=O)CNC(=O)CCCCCC(=O)NCC(=O)OCC | 1.1 | 1 | 1 | 6 | 1 | 96 | 0.0 | -4 | -0.3 | -1
CCCCN(C(=O)NC(=O)Nc1ccccc1OCC)S(C)(=O)=O | 0.94 | 1 | 4 | 2 | 11 | 88 | 1.6 | -4 | -0.3 | -11
CCOC(=O)c1sc2nc3n(c(=O)c2c1C)CCC(C)CC3 (centres undefined) | 1.6 | 1 | -5 | 3 | 33 | 117 | 0.2 | -5 | -0.1 | -33

The list itself, from the first entry:
SMILES | NF-kB neuron act | FLuc stim CS | HMGR II inh | G6PDH counter | APP 5'UTR act | STAT1 activator | Redox H2O2 prof | FLuc inhib CS | Hsp70 activator | APP 5UTR inh
CSc1ccc(-c2cccc([N+](=O)[O-])c2)nn1 | 1.6 | 0.9 | -12 | 1 | 3 | 110 | -0.4 | 9 | -0.2 | -3
CCOC(=O)CNC(=O)CCCCCC(=O)NCC(=O)OCC | 1.1 | 1 | 1 | 6 | 1 | 96 | 0.0 | -4 | -0.3 | -1
CCCCN(C(=O)NC(=O)Nc1ccccc1OCC)S(C)(=O)=O | 0.94 | 1 | 4 | 2 | 11 | 88 | 1.6 | -4 | -0.3 | -11
CCOC(=O)c1sc2nc3n(c(=O)c2c1C)CCC(C)CC3 (centres undefined) | 1.6 | 1 | -5 | 3 | 33 | 117 | 0.2 | -5 | -0.1 | -33
CC(C)c1ccc(C(=O)NN2C(=O)C3CCCCC3C2=O)cc1 (centres undefined) | 1.6 | 0.2 | -1 | 7 | 55 | 144* | -0.2 | 80* | 0.0 | -55
COCCNC(=O)c1ccc2c(=O)n(CCOC)c(=O)[nH]c2c1 | 1.2 | 1.1 | -6 | 10 | 2 | 105 | -0.5 | -6 | -0.3 | -2
Nc1cc(C(F)(F)F)ccc1N1CCOCC1 | 1.1 | 1.1 | -5 | 6 | -2 | 94 | -2.8 | -9 | -0.3 | 2
CCN1CCCC1CNC(=O)Cn1ncc2c(=O)oc3ccc(C)cc3c21 (centres undefined) | 1.1 | 1 | -4 | -12 | -14 | 101 | -0.6 | -3 | 0.1 | 14
Cc1nn(C)c(=S)n1-c1ccc(Cl)cc1 | 1 | 1 | 4 | 12 | 7 | 102 | -1.1 | 0 | -0.4 | -7
Fc1ccccc1CSc1nncn1NCc1cccs1 | 1.2 | 1.1 | -3 | 3 | 4 | 103 | 1.2 | -5 | 0.2 | -4
N#Cc1cn(Cc2cccc(Cl)c2)c2ccccc12 | 1.1 | 1.1 | -1 | 14 | 4 | 88 | 3.2 | -7 | -0.2 | -4
CCN(C(=O)c1cc2cccc(OC)c2oc1=O)c1ccccc1 | 1.3 | 1 | -2 | 2 | 12 | 98 | 3.1 | -2 | 0.1 | -12
Cc1cccc(NC(=O)c2cc(N3CCOCC3)nc3ccccc23)c1 | 0.93 | 1 | -2 | 2 | -2 | 96 | 0.0 | -4 | 0.1 | 2
Cc1cc(C)nc(NS(=O)(=O)c2ccc(NS(=O)(=O)c3ccccc3)cc2)n1 | 1.2 | 1 | 0 | 1 | -7 | 99 | 0.1 | -4 | -0.4 | 7
CCc1ccc(OCC(=O)NC(NC(=S)Nc2ccccc2C)C(Cl)(Cl)Cl)cc1 (centres undefined) | 1.1 | 1 | -3 | 11 | -6 | 93 | 0.0 | -3 | -0.3 | 6
CC(C)C(NC(=O)C1CCCCC1)C(=O)Nc1ccccn1 (centres undefined) | 1.1 | 1 | 0 | 11 | -2 | 105 | -0.9 | -2 | -0.2 | 2
CCN(CC)S(=O)(=O)c1ccc(C)c(NC(=O)COC(=O)c2ccc(C)c(S(=O)(=O)N3CCOCC3)c2)c1 | 1.4 | 1 | -2 | 6 | nt | 99 | 0.0 | -4 | -0.6 | nt
CCCn1c(C)cc(C(=O)COC(=O)c2nccnc2N)c1C | 2.1 | 0.2 | -4 | 9 | 134 | 70 | -0.1 | 78* | -0.3 | -134
CCC(=O)Nc1ccc(Cl)c(NC(=S)NC(=O)c2cc3ccccc3o2)c1 | 1.2 | 1 | -7 | -15 | 2 | 109 | -0.3 | 1 | -0.2 | -2
Cc1oc(-c2ccc(Cl)cc2)nc1CN1CCC(C(=O)NCc2ccco2)CC1 | 1.2 | 1.1 | -2 | 5 | 1 | 100 | -1.3 | -10 | -0.4 | -2
COc1ccc(OC)c(S(=O)(=O)Nc2ccccc2C)c1 | 0.86 | 1 | -2 | -2 | -4 | 94 | 2.5 | -4 | -0.2 | 4
CCCCNC(=O)Nc1ccccc1C(=O)Nc1ccc(OC)cc1 | 1.1 | 0.8 | -5 | 12 | 17 | 100 | 0.9 | 18 | -0.3 | -17
O=C(/C=C/c1c(Cl)cccc1Cl)NCc1ccco1 | 0.95 | 1 | -2 | 0 | 25 | 100 | 0.2 | -2 | 0.1 | -25
CCCCC1C2=C(CCCC2=O)OC2=C1C(=O)CCC2 | 0.97 | 1 | -1 | -11 | 4 | 97 | -0.1 | -2 | -0.3 | -4
Cc1cccc(C(=O)NC2C(=O)NNC2c2ccc(Cl)cc2)c1 (centres undefined) | 1.1 | 1.1 | -10 | 13 | -13 | 110 | -1.2 | -5 | -0.3 | 13
CCC(=O)NC(=S)Nc1ccc(NC(=O)c2cccc([N+](=O)[O-])c2C)cc1 | 1.2 | 1 | -3 | 7 | 11 | 103 | 0.5 | -5 | 0.0 | -11
COC(=O)c1c(NC(=O)CN2C(=O)c3ccccc3C2=O)sc(Cc2ccc3c(c2)OCO3)c1C | 1.2 | 1.1 | 6 | 16 | 1 | 104 | 0.9 | -13 | 0.0 | -1
CCOc1ccc(C(=O)Nc2cccc3nsnc23)cc1[N+](=O)[O-] | 1.1 | 1.1 | -2 | 7 | 9 | 104 | -0.3 | -9 | 0.5 | -9
CC(OC(=O)CCc1nc2ccccc2[nH]c1=O)c1ccccc1 (centres undefined) | 0.98 | 1.1 | -3 | -2 | -4 | 92 | -1.0 | -6 | 0.0 | 4
Cc1ccc(N2CCCCn3c2nc2c3c(=O)n(CC(=O)O)c(=O)n2C)cc1 | 1.1 | 1.1 | -1 | 2 | -1 | 99 | 0.0 | -5 | -0.3 | 1
CC1Cc2ccccc2N1C(=O)CSc1nnc(CNc2ccccc2)o1 (centres undefined) | 0.96 | 1.1 | -10 | -8 | -8 | 98 | 1.3 | -10 | -0.2 | 8
Cc1cc(C)cc(N=Cc2ccc([N+](=O)[O-])s2)c1 | 1 | 1.1 | 2 | 15 | -10 | 101 | 0.0 | -5 | -0.4 | 10
COc1ccc(OCC(=O)N/N=C2\CCc3ccccc32)cc1 | 1.3 | 0.8 | -6 | 2 | 4 | 102 | 0.1 | 20 | -0.4 | -4
O=C(/C=C/c1cccc([N+](=O)[O-])c1)N1CCN(Cc2ccc3c(c2)OCO3)CC1 | 0.96 | 1.1 | 3 | 4 | 8 | 103 | 0.2 | -7 | -0.3 | -8
Cc1nnc2sc(SCC(=O)Nc3ccc(Cl)cc3)nn2c1=O | 1.1 | 1 | 1 | 16 | 12 | 109 | 0.4 | -3 | -0.1 | -12
Cc1c(N/N=C(\C#N)C(=O)c2ccc(Cl)cc2)c(=O)n(-c2ccccc2)n1C | 0.89 | 1 | 6 | 17 | -73 | 99 | 0.3 | -3 | -0.4 | 73*
O=C(COC(=O)C1CC2C=CC1C2)Nc1ccccc1 (centres undefined) | 1.1 | 0.9 | -4 | 6 | -7 | 109 | -0.3 | 6 | -0.3 | 7
CCOc1ccccc1CN1CCN(Cc2nc3c(s2)CCCC3)CC1CCO (centres undefined) | 0.75 | 1 | -4 | 11 | -6 | 101 | 0.2 | -4 | -0.2 | 6
Cc1ccc(Cn2cccc(-c3nc4ccccc4s3)c2=O)cc1 | 2.6 | 1 | -5 | -15 | 31 | 140* | 1.4 | 5 | 0.3 | -32
CCCc1nnc(SCCSc2nnc(CCC)n2N)n1N | 1.1 | 1 | -8 | 4 | 5 | 98 | 0.8 | -2 | -0.1 | -5
Cc1ccsc1C(=O)OCC(=O)NCCCc1ccccc1 | 1.3 | 1 | 0 | 1 | 8 | 97 | -1.1 | 1 | -0.3 | -8
Cc1nc2ccc(S(=O)(=O)NCC(=O)O)cc2s1 | 1.1 | 1.1 | -2 | 0 | 25 | 92 | 0.2 | -8 | -0.2 | -24
CCCCNCCCOc1cc(Cl)ccc1Cl | 1.1 | 1 | -2 | 4 | -6 | 97 | 0.7 | -4 | -0.2 | 6
CC(=O)Nc1ccc(S(=O)(=O)NC2(C(F)(F)F)C(=O)Nc3c2c(=O)[nH]c(=O)n3Cc2ccco2)cc1 (centres undefined) | 0.94 | 1 | -1 | -2 | 10 | 99 | -0.1 | 0 | 0.1 | -10
O=[N+]([O-])c1nn(-c2ccccc2)n(O)c1=NC1CCN(Cc2ccccc2)CC1 | 1.4 | 1.1 | -4 | 21 | -5 | 102 | 0.4 | -5 | -0.2 | 6
COc1cc(CNCc2c[nH]c3ccccc23)cc(OC)c1 | 0.78 | 1 | -2 | -3 | -17 | 88 | -0.9 | -2 | -0.3 | 18
O=C(O)c1nn(-c2ccccc2)ccc1=O | 1.1 | 1.1 | -2 | 3 | 1 | 104 | -7.8 | -7 | -0.2 | -1
C/C(=N\NC(=O)C1CCCN(S(=O)(=O)c2ccccc2)C1)c1ccncc1 (centres undefined) | 0.79 | 1 | -1 | -14 | -13 | 93 | -1.6 | -4 | -0.4 | 14
CCOC(=O)c1c(C)n(CCO)c2ccc(O)cc12 | 1 | 1.1 | 1 | 0 | -7 | 100 | 0.3 | -7 | 0.6 | 7
CN(C)S(=O)(=O)c1cccc(C(=O)OCC(=O)c2c(N)n(C)c(=O)n(C)c2=O)c1 | 1.4 | 1 | 7 | 10 | -9 | 102 | -0.3 | -4 | -0.2 | 9
CCc1cccc(C)c1NC(=O)Cn1c(NCCO)nc2ccccc21 | 1.1 | 1 | 2 | -6 | 0 | 102 | 0.6 | 0 | 0.0 | 0
Cc1nn(-c2cc(N3CCOCC3)ccc2N)c(=O)c2ccccc12 | 1.2 | 1 | -7 | -3 | 12 | 94 | -0.4 | -2 | -0.4 | -12
CCNc1ccc(C(=O)OCC(=O)NCc2ccc(C)cc2)cc1[N+](=O)[O-] | 1.1 | 1 | 5 | -21 | -3 | 106 | 0.4 | -3 | -0.5 | 3
Cc1ccccc1C(=O)Nc1ccc(N2CCCCCC2)cc1 | 3.9* | 0.8 | -2 | 6 | 85 | 141* | -1.6 | 20 | 0.8 | -85
CCOC(=O)C1=C(c2ccccc2)NC(=O)NC1c1ccc(O)c(OCC)c1 (centres undefined) | 1 | 1 | -1 | 1 | 6 | 95 | -0.8 | -2 | -0.3 | -6
Fc1ccc(/C=N/c2c(-c3ccc(F)cc3)nc3n2CCS3)cc1 | 1.1 | 1 | nt | 4 | -5 | 101 | -4.8 | -4 | -0.3 | 6
CCCCC(CC)CNC(=O)C1C2C=CC(C2)C1C(=O)O (centres undefined) | 0.99 | 1.1 | 2 | 3 | -13 | 96 | 0.3 | -5 | -0.2 | 12
